Compound activity (PubChem BioAssay)
XIAP displacement: XIAP antagonists, biochemical, IAP family, fluorescence polarization (AID 1018); XIAP BIR domain, fluorescence polarization peptide displacement; higher % means a stronger effect; displacement, % at 20 µM, or IC50 in µM where a hit was titrated; actives 0.007% (n = 200,000); in the data active means displacement above about 50%; further: a part of the inactive calls stands beside numbers as strong as those of hits
P. falciparum M17LAP: P. falciparum M17LAP inhibitors, primary screen, biochemical, fluorogenic H-Leu-NHMec substrate, 1536-well (AID 1619). recombinant M17LAP, H-Leu-NHMec fluorogenic kinetic assay; higher % means a stronger effect. one-dose inhibition, % at 30 µM; IC50 in µM for titrated hits. actives 0.38% (n = 220,000);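 active means compound inhibiting the enzyme by more than half at any dose during confirmatory dose-response retesting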;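 further: plate controls were full reaction with DMSO carrier for no effect and no enzyme background for full effect; strong numbers were not always called active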
WT yeast gro inh: growth inhibition of WT yeast, mitochondrial fusion screen | mitochondrial fusion phenotypic screen, WT strain | inhibition, % at 10 µM | actives 2.1% (n = 190,000) | AID 1362; in the data active means inhibition above about 58%; tested in S. cerevisiae
TNAP activation fold: human TNAP enzyme activators, primary screen, biochemical, luminescent, no phosphate acceptor, uHTS (AID 1001); purified TNAP, luminescent activation assay, no phosphate acceptor; higher activation fold means a stronger effect; activation fold at 20 µM, or EC50 in µM where a hit was titrated; actives 0.03% (n = 200,000); in the data active means activation fold from about 3, or a potency from the dose series; inactive means the rest, 99 in 100 with activation fold below about 1.6; further: many of its hits are not listed in these tables
P. falciparum M1AAP: malaria alanyl aminopeptidase activity blockers – biochemical, fluorogenic H-Leu-NHMec substrate, 1536-well (AID 1445); recombinant M1AAP, H-Leu-NHMec fluorogenic kinetic assay; higher % means a stronger effect; inhibition, % at 30 µM; hits with a dose series show IC50 in µM; actives 0.42% (n = 220,000);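 active means primary inhibition above the hit cutoff, then over 50% inhibition at one or more dose response concentrations, cut at about 23% in these data, passing the limit was not always enough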;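 further: plate controls were DMSO full reaction for no effect and no enzyme background for full effect; strong numbers were not always called active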
Yfh1-off respiration: enhancers of respiration in Yfh1-depleted yeast, dose response, Friedreich's ataxia, plus single-dose screen (AID 1465); S. cerevisiae Yfh1-off respiration, WST-1 reduction, 72 h; higher fold induction means a stronger effect; fold induction at 50 µM, or EC50 in µM where a hit was titrated; actives 0.074% (n = 220,000);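 active means fold induction of absorbance versus untreated yeast above a set limit, then at least 30% activation at any dose in follow-up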;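 further: activators that raise dye reduction in frataxin-depleted yeast; strong numbers were not always called active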
human PMI inhibitors: human PMI inhibitors, high substrate, primary screen, biochemical, fluorescence intensity, high mannose 6-phosphate (AID 1220) | actives 0.66% (n = 190,000) | recombinant PMI enzyme, coupled fluorescence intensity; higher % means a stronger effect | one-dose inhibition, % at 20 µM; IC50 in µM for titrated hits
PMI inhibitors: MPI enzyme activity inhibition – biochemical, fluorescence intensity, coupled assay, primary screen (AID 1209). inhibition, % at 20 µM, or IC50 in µM where a hit was titrated. purified PMI enzyme, coupled fluorescence intensity; higher % means a stronger effect. actives 0.42% (n = 190,000);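 further: plate controls were DMSO vehicle for no effect and wells lacking substrate for full effect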
LYP inhibition: inhibitors of LYP phosphatase, biochemical, fluorescence intensity, uHTS (AID 1779). recombinant LYP phosphatase, fluorescence intensity; higher % means a stronger effect. one-dose inhibition, % at 11.5 µM; IC50 in µM for titrated hits. actives 0.054% (n = 290,000);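 further: plate controls were vehicle with enzyme for no effect and no enzyme for full effect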
WT yeast gro inh mutant strain: further read-out of WT yeast gro inh, marked with its call; inhibition, %; mitochondrial fusion phenotypic screen, mutant strain inhibition
Active calls of the source: *; i = inactive; . = not tested or not shown. Unless noted, no stated cut-off is given here; in the data, active means inhibition above about 50%; inactive means the rest.

molecule | XIAP displacement | P. falciparum M17LAP | WT yeast gro inh | WT yeast gro inh mutant strain | TNAP activation fold | P. falciparum M1AAP | Yfh1-off respiration | human PMI inhibitors | PMI inhibitors | LYP inhibition
CN1CCN(/C=N/c2c(C#N)cnn2C)CC1 | -6.8% | 9% | -12 | -12 | 1.2 | 8% | i | 0% | -2% | -11%
Cc1nc(CSc2ccc(Cl)cc2)cc(NCc2ccccc2)n1 | -3.0% | 8% | 54 | 62 | 1.2 | 1% | i | -1% | 0% | -10%
N#CC(c1ccccc1)(c1ncc(C(F)(F)F)cc1Cl)N1CCOCC1 (stereo not given) | 3.5% | 11% | 13 | 16 | 1.1 | -1% | . | -5% | -1% | -2%
O=C(CCN1C(=O)c2cccc3cccc(c23)C1=O)Nc1ccccc1 | 7.4% | -5% | -1 | -8 | 1.1 | 4% | i | -12% | -8% | -9%
CC(C)CCNC(=O)c1ccc2c(SCC(=O)O)c3c(nc2c1)CCCC3 | -4.0% | 39µM* | -3 | -21 | 1.1 | 15% | i | -28% | -24% | 0%
COc1cc2c(cc1NC(=S)Nc1cccc3ccccc13)oc1ccccc12 | -2.9% | 2% | 69* | 45* | 1 | 12% | i | 10% | 41% | -7%
CC(CCc1ccccc1)NC(=O)C(=O)NCCO (stereo not given) | -1.8% | -1% | -3 | -21 | 1.2 | 10% | i | 0% | 3% | -6%
Cc1ccc(-c2nnn(CC(=O)N(Cc3ccco3)C(C(=O)NC(C)(C)C)c3cccs3)n2)o1 (stereo not given) | -3.8% | 17% | 1 | -2 | 1.1 | 11% | i | -8% | 2% | 4%
CC1CCCCC1NC(=O)COC(=O)c1ccc(S(=O)(=O)NCc2ccco2)cc1 (stereo not given) | -12% | -3% | -65 | 11 | 1.1 | 10% | i | 2% | 6% | -1%
O=C(NC1CCCCC1)c1ccc2c(=O)n(CC3CCCO3)c(=O)[nH]c2c1 (stereo not given) | -2.9% | 14% | 2 | 20 | 1 | 10% | i | -4% | -4% | 1%
Nc1ccc(C(=O)c2cccs2)cc1[N+](=O)[O-] | -4.9% | 5% | 2 | 11 | 1 | 7% | i | 9% | 5% | -1%
O=S(=O)(c1cccs1)N1CCc2ccccc21 | -34% | -4% | 12 | 11 | 1.1 | 1% | i | 3% | 10% | -7%
COc1ccc(S(=O)(=O)Nc2ccc3oc4ncccc4c(=O)c3c2)cc1OC | . | -7% | . | . | . | 1% | i | . | . | -1%
CCCNC(=O)C1CCN(c2cc(-c3ccccc3)nc3ncnn23)CC1 | 1.4% | 2% | -7 | 1 | 1 | 8% | i | . | . | -4%
CC1CC(C)CN(c2nc3c(c(=O)n(C)c(=O)n3C)n2CCSc2ncccn2)C1 (stereo not given) | -0.2% | -5% | 7 | -5 | 1.2 | 2% | i | 10% | 6% | -8%
CS(=O)(=O)c1ccc(C(=O)NC2CCCCC2)cc1 | -1.8% | -5% | -7 | 5 | 1.2 | -1% | i | 14% | 12% | -6%
COC(=O)c1ccc(-c2ccc(OC)c([C@H]3[C@H]4C=CC[C@@H](C)[C@@H]4C(=O)N3Cc3ccccc3)c2)cc1 | . | 3% | . | . | . | 4% | i | . | . | 0%
CCOCCn1c(COc2ccc(C)cc2)nc2ccccc21 | -1.8% | -8% | 12 | 12 | 1.1 | -3% | i | -7% | -4% | 0%
CC(=O)Nc1cc(C)c2nc(NC(C)=O)sc2c1 | . | -7% | . | . | . | -1% | i | . | . | -3%
Nc1ccc(-n2ccnc2)cc1 | -4.9% | 8% | 12 | 18 | 1.1 | 14% | i | 1% | 1% | 2%

Random excerpt: seven records from the list
molecule | XIAP displacement | P. falciparum M17LAP | WT yeast gro inh | WT yeast gro inh mutant strain | TNAP activation fold | P. falciparum M1AAP | Yfh1-off respiration | human PMI inhibitors | PMI inhibitors | LYP inhibition
O=S(=O)(c1cccs1)N1CCc2ccccc21 | -34% | -4% | 12 | 11 | 1.1 | 1% | i | 3% | 10% | -7%
CCOCCn1c(COc2ccc(C)cc2)nc2ccccc21 | -1.8% | -8% | 12 | 12 | 1.1 | -3% | i | -7% | -4% | 0%
COC(=O)c1ccc(-c2ccc(OC)c([C@H]3[C@H]4C=CC[C@@H](C)[C@@H]4C(=O)N3Cc3ccccc3)c2)cc1 | . | 3% | . | . | . | 4% | i | . | . | 0%
CC1CCCCC1NC(=O)COC(=O)c1ccc(S(=O)(=O)NCc2ccco2)cc1 (stereo not given) | -12% | -3% | -65 | 11 | 1.1 | 10% | i | 2% | 6% | -1%
Nc1ccc(C(=O)c2cccs2)cc1[N+](=O)[O-] | -4.9% | 5% | 2 | 11 | 1 | 7% | i | 9% | 5% | -1%
CS(=O)(=O)c1ccc(C(=O)NC2CCCCC2)cc1 | -1.8% | -5% | -7 | 5 | 1.2 | -1% | i | 14% | 12% | -6%
CC(=O)Nc1cc(C)c2nc(NC(C)=O)sc2c1 | . | -7% | . | . | . | -1% | i | . | . | -3%

Next part:
molecule | XIAP displacement | P. falciparum M17LAP | WT yeast gro inh | WT yeast gro inh mutant strain | TNAP activation fold | P. falciparum M1AAP | Yfh1-off respiration | human PMI inhibitors | PMI inhibitors | LYP inhibition
CN1CCN(c2ccc([N+](=O)[O-])cc2/C=N/NC(=O)c2cccc([N+](=O)[O-])c2)CC1 | -4.8% | 3% | 13 | -5 | 1 | -1% | i | -7% | -7% | 0%
N#CCCN(Cc1ccccc1)C(=S)Nc1ccc(F)cc1 | . | 18% | . | . | . | -3% | i | . | . | -9%
N#C/C(=N\O)c1nc2ccccc2[nH]1 | -1.0% | 12% | 0 | -12 | 1 | -3% | i | 17% | 10% | 0%
O=C(c1cc(-c2ccccn2)nc2ccc(Cl)cc12)N1CCN(CCc2ccccc2)CC1 | -6.1% | 8% | 20 | 16 | 1 | 11% | i | -23% | -29% | 14%
CC(=O)NNC(=O)CCn1c2c(c3ccccc31)CCCC2 | . | -10% | . | . | . | -5% | i | . | . | -9%
COC(=O)C1CC(O)CN1C(=O)c1ccco1 (stereo not given) | -5.8% | -11% | -13 | 2 | 1 | 8% | i | 14% | 17% | 3%
CNC(=O)c1csc(-c2ccccc2)n1 | -7.5% | 3% | -8 | -72 | 1.1 | -1% | i | -9% | 1% | -13%
O=C(Cc1ccccc1)NCC(=O)N1CCCCCC1 | -5.1% | 0% | -15 | -13 | 1.1 | -1% | i | -11% | -9% | -10%
C=CCn1c(SCCC(=O)O)nc2c1c(=O)n(C)c(=O)n2C | -16% | 13% | 1 | 5 | 1.1 | 8% | i | 14% | 13% | 0%
CCOP(=O)(OCC)c1nc(-c2cccc3ccccc23)oc1N1CCOCC1 | -5.4% | i | 8 | -15 | 1.2 | 20% | i | 3% | 7% | -47%
C=CCn1cc(C(=O)NCc2ccco2)c(=O)c2cc(S(=O)(=O)N3CCCCCC3)ccc21 | -1.3% | -8% | -47 | -11 | 1 | 6% | i | 8% | 14% | 1%
Cc1ccc(-n2c3c(c(=O)[nH]c2=O)C(NS(=O)(=O)c2ccc(Cl)cc2)(C(F)(F)F)C(=O)N3)cc1 (stereo not given) | -4.7% | 47% | -8 | -12 | 1 | 0% | i | -7% | -2% | 1%
CCOC(=O)CSc1nnc(CNC(=O)Cc2ccccc2)n1-c1ccccc1OC | -1.2% | 9% | -15 | 11 | 1.1 | 12% | i | 1% | 6% | 4%
CC(C)c1nc(N2CCCC2)c(C#N)c2c1CCCC2 | -4.0% | 10% | 70* | 37* | 1 | -2% | i | 21% | 18% | -7%
CC(=O)NS(=O)(=O)c1ccc(NC(=O)CN2C(=O)C3C4C=CC(C4)C3C2=O)cc1 (stereo not given) | -1.6% | -4% | -1 | 2 | 1 | 5% | i | -5% | -6% | -6%
O=C(O)Cc1cc2c(s1)CCCCC2 | -5.8% | 21% | 0 | 4 | 1.1 | 10% | i | 4% | 1% | -9%
CCOC(=O)CN1C(=O)C(=O)c2cc(C)ccc21 | -1.6% | -7% | -4 | -12 | 1 | -3% | i | 35% | 34% | -5%
CC(NC(=O)c1ccc(S(=O)(=O)N(C)C)cc1)c1ccccc1 (stereo not given) | -9.4% | -9% | -4 | 1 | 1.1 | -7% | i | 17% | 21% | -4%
Cc1cc(C)nc(NS(=O)(=O)c2ccc(N/C=C\C(=O)c3cccs3)cc2)n1 | -3.4% | 5% | -2 | 7 | 1 | 15% | i | -13% | -24% | -6%
O=S(=O)(CCN1CCSCC1)c1ccc(Cl)cc1 | . | -6% | . | . | . | -1% | i | . | . | -7%

Going on with the list:
SMILES,XIAP displacement,P. falciparum M17LAP,WT yeast gro inh,WT yeast gro inh mutant strain,TNAP activation fold,P. falciparum M1AAP,Yfh1-off respiration,human PMI inhibitors,PMI inhibitors,LYP inhibition
CCc1nc2ccccc2n1Cc1ccccc1OC,-3.6%,-13%,12,12,1,-2%,i,-8%,-13%,-5%
Cc1cc(C(=O)COc2ccccc2C(N)=O)c(C)n1C,-15%,-2%,1,-1,1,-5%,i,2%,-4%,-10%
CCNC(=O)C1=C(O)c2sccc2N(C)S1(=O)=O,-1.1%,-4%,-14,-14,1,-1%,i,-4%,-14%,5%
CCN(CC(=O)Nc1cc(Cl)ccc1C)C(=O)C1CCCCC1,-3.3%,0%,-4,-15,1.1,0%,i,-3%,-4%,-5%
COc1ccc(Cl)cc1NC(=O)N1CCN(S(C)(=O)=O)CC1,-4.3%,2%,6,16,1.1,-3%,i,-3%,2%,-3%
Cc1cccc(NC(=O)NC(C)C(c2ccccc2)N2CCN(C)CC2)c1 (stereo not given),-3.1%,-4%,14,-4,1.1,-4%,i,12%,1%,-1%
CC1(C)C2CCC1(C)C(OCCNCCOC(=O)Nc1ccccc1)C2 (stereo not given),.,1%,.,.,.,0%,i,.,.,-3%
Cc1c(Cl)cn2c(=O)cc(CN3CCN(c4ccccc4)CC3)nc2c1Cl,-8.7%,0%,3,-2,1,-2%,i,15%,-15%,-2%
CCCCS(=O)c1snnc1C (stereo not given),-19%,5%,6,-4,1.1,6%,i,-70%,-63%,-6%
Cc1c(NC(=O)c2cc(-c3ccccc3)on2)c(=O)n(-c2ccccc2)n1C,10%,8%,2,-10,1.1,12%,i,5%,8%,1%
CCCC(=O)Nc1c(-c2ccccc2)c(=O)c(C)nn1-c1ccccc1,.,0%,.,.,.,3%,i,.,.,-7%
O=C(Nc1cccc(Cl)c1)c1cc(F)cc2c1OCOC2,.,11%,.,.,.,0%,i,.,.,-9%
